# Assay outcomes (PubChem BioAssay)
# KCNH2 3.1 block: KCNH2 3.1 (human) potassium channel inhibition; activity change, % (tested at about 1.8 µM); actives 0.95% (n = 340,000); U2OS KCNH2 3.1, thallium flux FluxOr; hits give low values;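 active = maximum activity change below -70%; inconclusive = maximum activity change from -70% to -50%; inactive = maximum activity change above -50%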;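 note: thallium influx rate constant from kinetic fluorescence after stimulation buffer; % is set by controls: 0 for no effect and ±100 for the full control effect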
#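 Thallium flux via FluxOr fluorescence (Red40 quencher, 45 min loading) in U2OS cells virally expressing the KCNH2 3.1 isoform (1.77 x 10^8 /mL virus, overnight at 37 C). Rate constants from 2-min kinetic reads post-stimulation, normalised to positive and negative controls.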
# Rab9 promoter act: activators of Rab9 promoter | actives 2.8% (n = 320,000) | AID 485297 | Huh7 Rab9 promoter-luciferase reporter, luminescence, 24 h | Potency, µM (titrated, usually from 9.22 µM), for inactives: top-dose activation, negative = inhibition, most hits filed as activators; note: potency is the fitted concentration of half-maximal effect; % of control where 0% means no effect; nearly all actives have a fitted effect of over 60% in size
#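 Luminescence read-out: Huh7 cells stably expressing Rab9-luciferase, treated 24 h with compound at 37 °C, then lysed with luciferase reagent for 10 min at ambient before reading.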
# ELG1 repair inh: ELG1-dependent DNA repair inhibition; HEK293T ELG1-luciferase reporter, luminescence, 16 h; DNA damage induced by 5-fluorouridine; Potency, µM (top dose mostly 46.1 µM), for the others: at the highest dose activity change, negative = inhibition, most hits filed as inhibitors; actives 2.3% (n = 330,000); AID 504467; note: potency is the fitted concentration of half-maximal effect; % is set by controls: 0 for no effect and ±100 for the full control effect; nearly all actives have a fitted effect of over 55% in size
#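 DMSO vehicle served as the neutral condition. Each well held 2,000 cells given 5-fluorouridine plus compound; after 16 hr at 37 °C/5% CO2, ONE-Glo was added and luciferase measured 30 min later.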
# VP16 counter: inhibits Gal4-VP16 luciferase reporter, ROR gamma counter-screen. Drosophila S2 Gal4-VP16 UAS-luciferase, luminescence, 20 h. actives 3.5% (n = 310,000). Potency, µM (highest dose often 53.6 µM), for inactives: at the highest dose activity, negative = inhibition, actives largely listed as inhibitors. AID 2546;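 note: Gal4-VP16 expression switched on by copper sulfate through the metallothionein promoter; potency is the fitted concentration of half-maximal effect; % is set by controls: 0 for no effect and ±100 for the full control effect; nearly all actives have a fitted effect of over 50% in size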
# Menin-MLL TR inh: inhibitors of human menin-MLL interaction, mutant MLL peptide | Menin + Texas Red MLL mutant peptide, fluorescence polarization | Potency, µM (series often up to 61.6 µM), without a hit: top-dose FP activity change, negative = inhibition, actives largely listed as inhibitors | actives 0.23% (n = 270,000) | AID 1768; active = well fitted inhibition curve with a large enough effect in the polarisation, with a control signal flat, not every such curve was filed as active; inconclusive = small, poorly fitted or top-dose-only effect, or effect the other way, or a change in a side signal; inactive = no such curve, though single readings can be large or run the other way; the % refers to the polarisation; note: potency is the fitted concentration of half-maximal effect; % of control where 0% means no effect; many of its hits are not listed in these tables
# PKM2 activator: increases activity of human pyruvate kinase M2. Potency, µM (highest dose often 57.5 µM), for the others: at the top dose activation, usual class: activators. P14618. purified PKM2, Kinase-Glo ATP luminescence, activation; response scale: 0% is enzyme alone, no compound. actives 0.34% (n = 260,000); note: potency is the fitted concentration of half-maximal effect; % is set by controls: 0 for no effect and ±100 for the full control effect; nearly all actives have a fitted effect of over 55% in size
#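 hPK-M2, >95% pure; 0.1 mM ADP / 0.5 mM PEP final; imidazole pH7.2 buffer w/ 7 mM MgCl2, 50 mM KCl; 1 h RT; Kinase-Glo lum. Intermediate enzyme activity for dual inhibitor/activator qHTS.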
# Mito fusion yeast: inhibitors of mitochondrial division or activators of mitochondrial fusion; S. cerevisiae fusion-defective mutant growth rescue, CellTiterGlo 48 h; Potency, µM (doses to about 46.1 µM), for the others: at the top dose growth rescue (activation), actives largely listed as activators; actives 0.23% (n = 320,000);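 note: potency is the fitted concentration of half-maximal effect; % of control where 0% means no effect; nearly all actives have a fitted effect of over 45% in size; temperature-sensitive fusion mutants such as fzo1-1 at 37 °C on non-fermentable ethanol glycerol medium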
#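 Yeast fusion mutant, YPEG (non-fermentable carbon), compound, 48 h at 37C non-permissive; CellTiterGlo added, 10 min RT, luminescence read. Rescued growth = division inhibition.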
# NPC1 promoter act: NPC1 promoter activation. Huh7 NPC1 promoter luciferase reporter, 24 h. Potency, µM (top dose mostly 9.22 µM), for inactives: top-dose activation, usual class: activators. actives 2.4% (n = 320,000). AID 485313;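 note: potency is the fitted concentration of half-maximal effect; % of control where 0% means no effect; nearly all actives have a fitted effect of over 60% in size; reporter is driven by a mutant NPC1 promoter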
#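 Readout is luciferase luminescence, reflecting NPC1 promoter activation in stably transfected Huh7 cells after 24 h compound exposure at 37 °C in reduced-serum medium with 10% FBS.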
# FLuc counter: counter-screen for miR-21 project: firefly luciferase inhibitors or activators; P08659; purified FLuc, Km substrates, luminescence inhibition; Potency, µM (top dose mostly 57.5 µM), inactives show at the top dose activity change, negative = inhibition, most hits filed as inhibitors; actives 6.9% (n = 360,000);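 note: potency is the fitted concentration of half-maximal effect; plate controls were vehicle for no effect and reference inhibitor for full effect; nearly all actives have a fitted effect of over 55% in size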
# Target sequence (P08659 whole entry, looked up): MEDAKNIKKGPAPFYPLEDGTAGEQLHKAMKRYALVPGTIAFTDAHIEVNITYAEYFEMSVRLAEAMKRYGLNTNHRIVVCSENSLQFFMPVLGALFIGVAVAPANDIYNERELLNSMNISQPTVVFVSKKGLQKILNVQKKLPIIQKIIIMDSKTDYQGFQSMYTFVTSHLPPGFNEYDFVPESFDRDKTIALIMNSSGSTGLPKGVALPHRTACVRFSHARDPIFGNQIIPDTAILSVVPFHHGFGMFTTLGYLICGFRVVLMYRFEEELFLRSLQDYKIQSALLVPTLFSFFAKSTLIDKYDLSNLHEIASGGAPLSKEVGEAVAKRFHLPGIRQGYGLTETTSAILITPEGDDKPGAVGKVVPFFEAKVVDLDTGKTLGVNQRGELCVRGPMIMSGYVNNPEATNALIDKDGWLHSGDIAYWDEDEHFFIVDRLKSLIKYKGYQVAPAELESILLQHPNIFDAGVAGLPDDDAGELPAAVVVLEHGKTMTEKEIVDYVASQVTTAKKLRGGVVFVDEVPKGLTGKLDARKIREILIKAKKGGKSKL
#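 Purified P. pyralis luciferase, 10 nM final, with Km-level 10 uM D-luciferin and 10 uM ATP in 50 mM Tris acetate pH 7.5, 10 mM Mg acetate, 0.01% Tween-20, 0.05% BSA; 6-point qHTS titration about 60 µM downward; luminescence read.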
# MBNL1 CUG block: inhibitors of human MBNL1 binding to CUG repeat RNA; actives 0.036% (n = 280,000); TR-FRET MBNL1-His/biotin-(CUG)12 binding, 665/545 ratio; Q9NR56; Potency, µM (top dose mostly 57.5 µM), for inactives: at the top dose activity change, negative = inhibition, hits mostly inhibitors; AID 2675; active = well fitted inhibition curve with a large enough effect in the signal ratio, with a control signal flat, not every such curve was filed as active; inconclusive = small, poorly fitted or top-dose-only effect, or effect the other way, or a change in a side signal; inactive = no such curve, though single readings can be large or run the other way; the % refers to the signal ratio; note: potency is the fitted concentration of half-maximal effect; % is set by controls: 0 for no effect and ±100 for the full control effect
#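 His-tagged MBNL1 binding to biotinylated (CUG)12 RNA was measured by TR-FRET using terbium anti-His antibody (0.055 ng/ul final) and streptavidin-XL665 (5 nM final). Compounds were titrated 92 nM to 58 uM; 60 min at room temperature.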
# RORgamma inh: inhibitors of mouse ROR gamma transcriptional activity; P51450; Drosophila S2 Gal4-RORgamma UAS-luciferase reporter, 20 h; Potency, µM (titrated, usually from 53.6 µM), without a hit: at the top dose activity change, negative = inhibition, hits mostly inhibitors; actives 5.4% (n = 310,000); AID 2551; note: potency is the fitted concentration of half-maximal effect; % is set by controls: 0 for no effect and ±100 for the full control effect; nearly all actives have a fitted effect of over 60% in size
# Target sequence (P51450 whole entry, looked up, the tested form may be a part): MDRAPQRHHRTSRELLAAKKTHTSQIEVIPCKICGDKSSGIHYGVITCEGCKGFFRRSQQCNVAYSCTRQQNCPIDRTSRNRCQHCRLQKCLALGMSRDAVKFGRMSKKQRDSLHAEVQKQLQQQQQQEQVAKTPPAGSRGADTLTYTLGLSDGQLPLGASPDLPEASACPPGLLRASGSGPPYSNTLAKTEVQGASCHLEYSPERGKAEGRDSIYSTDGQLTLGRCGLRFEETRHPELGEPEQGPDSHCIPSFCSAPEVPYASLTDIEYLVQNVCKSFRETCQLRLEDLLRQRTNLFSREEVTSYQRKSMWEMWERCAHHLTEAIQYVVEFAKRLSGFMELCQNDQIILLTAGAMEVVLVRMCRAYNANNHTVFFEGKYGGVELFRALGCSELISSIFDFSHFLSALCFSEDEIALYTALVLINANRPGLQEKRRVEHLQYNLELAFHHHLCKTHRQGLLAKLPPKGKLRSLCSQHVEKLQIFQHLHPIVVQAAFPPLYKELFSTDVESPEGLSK
#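 Read-out: Photinus luciferase luminescence; inhibitors lower reporter signal. Insect Schneider cells with Gal4-ROR gamma fusion under metallothionein promoter, UAS reporter; 700 uM final copper sulfate induction, 20 hr, ambient temperature.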
# Active calls of the source: *; ? = inconclusive; / = no result given; & = joins results of further samples; ! = not active in a repeat; [ ] = remark or other dose. Unless noted, calls come from the whole dose curve; as a rule, active = well fitted curve in the direction sought with a large enough effect; inconclusive = small, poorly fitted or top-dose-only effect, or another doubt; inactive = no such curve, though single readings can be large; an effect the other way counts as inactive or inconclusive.
SMILES,KCNH2 3.1 block,Rab9 promoter act,ELG1 repair inh,VP16 counter,Menin-MLL TR inh,PKM2 activator,Mito fusion yeast,NPC1 promoter act,FLuc counter,MBNL1 CUG block,RORgamma inh
CCOc1ncccc1C(=O)OCC(=O)c1c(N)n(C)c(=O)n(C)c1=O,-2,2%,-4%,1%,1%,-5%,0%,-3%,1%,2%,10%
COc1ccc(N2C(=O)c3ccccc3NC23CCCCC3)cc1,6,2.5µM*,?,-3%,0%,-4%,1%,2.8µM*,11µM*,0%,?
Cc1ccc(S(=O)(=O)Nc2ccccc2-c2ccccc2)cc1,-11,-9%,?,-2%,7%,-3%,7%,-22%,6%,-12%,-30%
N#Cc1c(N)nc2c(c1-c1ccncc1)CCCCC2,20,-4%,1%,-21%,-14%,-3%,26%,0%,0%,-4%,-19%
CN1c2cccc3cccc(c23)N(C)C1c1cccs1,-10,-2%,-26%,-23%,?,-3%,-1%,-1%,?,14%,-26%
N#Cc1c(NC(=O)C(=O)NCCCN2CCOCC2)sc2c1CCCC2,24,-2%,10%,3%,-2%,/,8%,-2%,2%,19%,0%
COc1cccc(/C=C/C(=O)OCC(=O)NCC2CCCO2)c1OC (stereo unspecified),-4,0%,?,4%,-7%,-23%,2%,4%,-7%,23%,-7%
O=C(NNc1ccccc1[N+](=O)[O-])Nc1ccc(Cl)c(Cl)c1,-4,-5%,-28%,2%,?,-1%,-8%,7%,-18%,/,?
NNC(=O)CSc1nnc(-c2ccccc2)n1-c1ccccc1,3,-4%,7%,-10%,?,/,3%,-1%,-2%,8%,2%
COc1cccc(-c2nn(-c3ccccc3)cc2/C=C\C(=O)c2cccs2)c1,-18,-48%[inhibitor],?,0%,/,1%,1%,-2%,7.6µM*,7%,-4%
C=CCn1c(SCc2nc3sc(C(=O)O)c(C)c3c(=O)[nH]2)nnc1-c1ccc(C(C)(C)C)cc1,6,-4%,7%,-10%,/,-31%,2%,0%,?,21%,39%
COc1ccc(C(=O)Nc2nnc(Cc3ccc(OC)c(OC)c3)s2)cc1,1,10%,15%,-8%,23%,0%,8%,-2%,-15%,7%,6%
COCCCNC(=O)CSc1ccsc1[N+](=O)[O-],-10,0%,1%,-17%,-10%,-1%,-1%,-3%,2%,?,-3%
O=C(OCC(=O)C12CC3CC(CC(C3)C1)C2)c1ccc(O)cc1O,74,18%,29%,/,/,/,?,6%,19µM*,/,/
COC(=O)c1ccc2[nH]c3cccc(/C(=C/c4ccccc4)c4ccccc4)c3c2c1,?,-5%,15%,?,?,-4%,3%,-8%,2%,-2%,?
COc1ccc(C(=O)NCC2CCCO2)cc1OC (stereo unspecified),-10,2%,10%,0%,/,1%,2%,-6%,0%,-5%,1%
COC(=O)CNC(=O)c1ccccc1F,-2,5%,-1%,-10%,-7%,0%,0%,-2%,0%,-11%,6%
O=C(COc1ccc(S(=O)(=O)N2CCOCC2)cc1)NCCc1ccccc1,0,-7%,-11%,/,/,/,-8%,-2%,-1%,/,/
Cc1cccc(N2CCN(Cc3cnc(Cl)s3)CC2C)c1 (stereo unspecified),1,0%,?,-9%,1%,18%,-11%,1%,-5%,-2%,25%
CCOC(=O)c1ccc(NC(=O)c2cccc(C)c2[N+](=O)[O-])cc1,12,1%,8%,-4%,?,-1%,6%,10%,?,-3%,6%
CCC(=O)Nc1c(S(=O)(=O)c2ccc(C)cc2)c2nc3ccccc3nc2n1C(C)c1ccccc1 (stereo unspecified),-2,-5%,?,-19%,-2%,-1%,18%,-5%,0%,20%,26%
COc1ccc(-c2cc([C@H]3[C@@H]4C=CCC[C@@]4(C)C(=O)N3Cc3ccccc3)ccc2F)cc1OC,7,-12%,?,8%,/,-2%,-27%,-8%,-2%,-1%,16%
CCC(C)N1CC(=O)N2Cc3[nH]c4ccccc4c3C[C@H]2C1=O (stereo partly specified),-8,12%,16%,-2%,-5%,/,-9%,-2%,2%,0%,-15%
CC1(C(=O)OCC(=O)Nc2nnc(-c3ccccc3)o2)CC1(Cl)Cl (stereo unspecified),0,-6%,9%,/,/,/,9%,-5%,?,/,/
COc1ccccc1C(=O)Nc1ccccc1C(=O)NCc1ccco1,19,6%[1.84 µM],-11%,-9%,/,-2%,-1%,-3%,5%,-1%,22%
CC(OC(=O)C1CCCO1)C(=O)NC1CCCC1 (stereo unspecified),7,-3%,9%,0%,3%,-3%,-3%,2%,6%,1%,-17%
CCCc1ccc2oc(C(=O)N3CCNC(=O)C3CC(=O)OC)c(C)c2c1 (stereo unspecified),17,-4%,?,4%,/,-6%,3%,-5%,?,-3%,27%
CCNC(=O)C(=O)Nc1ccc2c(c1)N(S(=O)(=O)c1cccs1)CCC2,-7,-1%,-22%,/,/,/,7%,-8%,2%,/,/
COCCn1c(N)c(NCc2ccccc2)c(=O)[nH]c1=O,11,-4%,3%,-2%,-13%,/,1%,1%,-12%,18%,-16%
O=C(NC1CCCc2ccccc21)C1CCN(S(=O)(=O)c2ccccc2F)CC1 (stereo unspecified),-3,1%,?,6%,0%,4%,3%,-1%,-1%,/,17%
CCCCc1ccc(N=N/C(C(=O)Nc2ccccc2OC)=C(/C)O)cc1,-19,0%,1%,?,-10%,-3%,4%,2%,-4%,?,1%
O=C(CC1OC(=O)c2ccccc21)Nc1cc(Cl)ccc1N1CCCC1 (stereo unspecified),-32,-8%,-1%,/,/,/,9%,1%,1%,/,/
C=CCSc1ccccc1C(=O)Nc1ncn[nH]1,1,7%,3%,?,4%,-4%,6%,12%,-1%,-5%,?
COc1ccc(Br)c(/C=N/NC(=O)COc2ccc(-c3ccccc3)cc2)c1,-47,/,/,11%,?,?,-8%,/,?,-2%,21%
CN(C)c1ccc(C2N(C(=O)N3CCOCC3)CCN2S(=O)(=O)c2ccccc2)cc1 (stereo unspecified),-7,?,8%,-3%,-24%,0%,-1%,-3%,6%,0%,-4%
FC(c1nc2ccccc2[nH]1)C(F)(F)F (stereo unspecified),-6,-6%,10%,7%,5%,-5%,-3%,-2%,-2%,3%,-11%
O=C(O)c1ccccc1Sc1c([N+](=O)[O-])cc(C(F)(F)F)cc1[N+](=O)[O-],15,6%,27%,?,-19%,-2%,-7%,0%,-18%,?,?
CNCCCC12CCC(c3ccccc31)c1ccccc12,-2&2&-12,-41%[inhibitor][46.1 µM],-30%&15%&-2%,?,?,4%&2%&17%,?,-37%[inhibitor][46.1 µM],4%&3%&0%&0%,2%&-3%&0%&-4%,10µM*!
Cc1ccc(CN2CCS(=O)(=O)CC2)o1,-9,0%,9%,0%,-8%,2%,6%,-5%,-1%,-19%,5%
COc1ccc(CCNC(=O)C(=O)NCC2CCNCC2)cc1OC,-6,-7%,-10%,3%,/,-6%,0%,3%,-1%,-18%,18%
CCO/N=C/C1=C(O)C(C(=O)OC)C(C)(C)CC1=O (stereo unspecified),-7,-6%,?,-4%,2%,-6%,-5%,-1%,0%,3%,26%
Cc1cccc(CN2CCN(Cc3nc4c(s3)CCCC4)CC2CCO)n1 (stereo unspecified),-1,-1%,-7%,-12%,-22%,-3%,0%,-2%,-2%,3%,-20%
O=S(=O)(c1ccc(Br)cc1)N1CCN(Cc2ccco2)CC1,1,-1%,-7%,/,-1%,1%,1%,-2%,2%,-5%,/
O=C(O)C1CCN(c2ccccc2[N+](=O)[O-])CC1,6,14%,-19%,-6%,12%,0%,-5%,3%,5%,19%,12%
NC(=O)CC(NC(=O)c1ccc(Br)cc1)c1ccc(N2CCC(Cc3ccccc3)CC2)c([N+](=O)[O-])c1 (stereo unspecified),-18,-26%,?,20µM*,56%[activator],7%,1%,-13%,0%,-3%,-6%

# A portion of the library (hit frequency here may not be typical).
